Screening results from PubChem BioAssay.
AMA1-RON2 inh – qHTS for Inhibitors of AMA1-RON; Towards Development of Antimalarial Drug Lead: Primary Screen; Plasmodium falciparum AMA1 (3D7) - RON2 peptide interaction; AlphaScreen AMA1-biotinylated RON2 peptide binding; Potency, µM (titrated, usually from 58.2 µM), for the others: at the top dose activity change, negative = inhibition, most hits filed as inhibitors; actives 0.2% (n = 360,000); AID 720542, 2013;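 note: potency is the fitted concentration of half-maximal effect; 0% = vehicle wells and -100% = peptide control; nearly all actives have a fitted effect of over 45% in size; some results filed as inactive show a strong effect at the top dose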
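AMA1 (3D7) with his tag at 25 nM final met compounds first, then biotinylated RON2 peptide at 25 nM; detection used donor plus acceptor beads, 10 µg/mL apiece, read by AlphaScreen after 30 min at room temperature.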
AmpC inh detg – qHTS Inhibitors of AmpC Beta-Lactamase (assay with detergent); P00811; AmpC hydrolysis of nitrocefin, absorbance 480 nm, 0.01% Triton; Potency, µM (titrated, usually from 114 µM), inactives show top-dose activity change, negative = inhibition, usual class: inhibitors; actives 0.041% (n = 370,000);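 note: potency is the fitted concentration of half-maximal effect; 0% = no-compound wells and -100% = no-enzyme wells; nearly all actives have a fitted effect of over 25% in size; some results filed as inactive show a strong effect at the top dose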
Target sequence (P00811 whole entry, looked up): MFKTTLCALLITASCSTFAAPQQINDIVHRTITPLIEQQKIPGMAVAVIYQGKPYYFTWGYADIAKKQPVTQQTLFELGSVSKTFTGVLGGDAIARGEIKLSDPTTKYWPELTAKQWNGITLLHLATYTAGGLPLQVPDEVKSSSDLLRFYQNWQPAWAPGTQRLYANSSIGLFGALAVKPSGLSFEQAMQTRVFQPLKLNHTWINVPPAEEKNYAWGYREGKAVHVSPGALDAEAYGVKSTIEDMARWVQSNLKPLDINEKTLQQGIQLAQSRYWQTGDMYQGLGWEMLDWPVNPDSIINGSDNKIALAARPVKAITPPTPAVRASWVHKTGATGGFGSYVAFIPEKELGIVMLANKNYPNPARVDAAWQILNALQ
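AmpC (5.3 nM in the dispensed reagent) in 20 mM phosphate pH 7.0 with 0.01% (detergent screen) or 0.0001% Triton X-100 was preincubated with compounds for 15 min at room temperature. Nitrocefin was then added from an 800 uM solution, and hydrolysis was followed at 480 nm.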
HCMV antiviral – qHTS Assay for inhibitors of the human cytomegalovirus (HCMV); AID 1259415, 2018; actives 4.5% (n = 410,000); activity change, negative = inhibition, % at 57.5 µM; HFF cells, HCMV-luciferase reporter, 72 h; stronger effect = lower value; in the data active = activity change below about -60%; inconclusive = no clear call, values can overlap the other calls; inactive = above about -39%
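Luciferase read-out from HCMV-luciferase-infected HFFs (MOI 1 PFU/cell) 72 h post infection at 37C; compounds added after 16 h cell attachment; activity normalized between buffer-only basal and Salinomycin (10uM) inhibitor controls.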
Sm TGR block – qHTS Assay for the Inhibitors of Schistosoma Mansoni Peroxiredoxins | actives 3% (n = 360,000) | purified TGR, DTNB reduction, TNB absorbance 405 nm | Schistosoma mansoni thioredoxin glutathione reductase (TGR), Q962Y6 | Potency, µM (highest dose often 114 µM), inactives show at the top dose activity change, negative = inhibition, hits mostly inhibitors; note: potency is the fitted concentration of half-maximal effect; nearly all actives have a fitted effect of over 60% in size
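TGR 20 nM + NADPH 100 uM (dispensed conc.), cpd preinc 15 min RT; start with NADPH (500 uM addition) then DTNB (15 mM addition). Kinetic TNB absorbance, 405 nm filter. Four-parameter Hill fit across titration.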
AmpC no deterg – qHTS Inhibitors of AmpC Beta-Lactamase (assay without detergent); actives 0.52% (n = 330,000); AmpC nitrocefin hydrolysis, absorbance 480 nm, 0.0001% Triton; Potency, µM (series often up to 57.1 µM), without a hit: at the highest dose activity change, negative = inhibition, usual class: inhibitors;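 note: potency is the fitted concentration of half-maximal effect; plate controls were no compound for no effect and no enzyme for full effect; nearly all actives have a fitted effect of over 20% in size; some results filed as inactive show a strong effect at the top dose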
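AmpC (5.3 nM in the dispensed reagent) in 20 mM phosphate pH 7.0 with 0.01% (detergent screen) or 0.0001% Triton X-100 was preincubated with compounds for 15 min at room temperature. Nitrocefin was then added from an 800 uM solution, and hydrolysis was followed at 480 nm.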
LmPK inhibitor – qHTS Assay for Inhibitors of Leishmania Mexicana Pyruvate Kinase (LmPK); Q27686; purified LmPK, Kinase-Glo ATP luminescence, 1 h; Potency, µM (series often up to 57.5 µM), without a hit: at the highest dose activity change, negative = inhibition, usual class: inhibitors; actives 0.37% (n = 290,000); note: potency is the fitted concentration of half-maximal effect
Target sequence (Q27686 whole entry, looked up): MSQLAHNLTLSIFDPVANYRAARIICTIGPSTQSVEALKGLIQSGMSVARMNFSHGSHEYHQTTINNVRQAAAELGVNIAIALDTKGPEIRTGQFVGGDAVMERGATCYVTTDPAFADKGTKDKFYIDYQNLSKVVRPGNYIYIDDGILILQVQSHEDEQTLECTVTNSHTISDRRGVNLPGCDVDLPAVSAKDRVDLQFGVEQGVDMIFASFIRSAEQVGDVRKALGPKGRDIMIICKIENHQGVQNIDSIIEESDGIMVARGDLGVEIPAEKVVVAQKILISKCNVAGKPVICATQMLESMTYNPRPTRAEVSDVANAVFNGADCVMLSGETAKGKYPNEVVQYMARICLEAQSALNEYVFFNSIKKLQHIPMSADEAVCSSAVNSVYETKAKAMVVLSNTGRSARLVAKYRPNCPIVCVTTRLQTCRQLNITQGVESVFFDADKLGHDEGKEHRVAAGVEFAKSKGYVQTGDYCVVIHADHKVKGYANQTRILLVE
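Screened at intermediate enzyme activity to detect both inhibitors and activators: LmPK at 0.1 nM, with a 0.5 nM enzyme column as activation reference. PEP 0.5 mM, ADP 0.1 mM; ATP detected by luminescence after 1 h.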
TbPYK inhibitor – qHTS of Trypanosoma Brucei Inhibitors; pyruvate kinase (Trypanosoma brucei), Q57TT1; TbPYK enzyme, Kinase-Glo Plus ATP luminescence, 45 min; Potency, µM (doses to about 76.8 µM), for the others: at the top dose activity, negative = inhibition, actives largely listed as inhibitors; actives 0.12% (n = 410,000); AID 624173, 2012; note: potency is the fitted concentration of half-maximal effect; nearly all actives have a fitted effect of over 50% in size
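T. brucei PYK with substrate was exposed to pin-transferred compounds across a concentration series, then started with 130 uM ADP (final). After 45 min at room temperature, Kinase-Glo Plus luminescence was read, normalized and curve-fitted.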
* marks the source's active call; other numbers are inactive results; ? = inconclusive; . = no result given; [ ] = dose if it differs, or a comment. Unless noted, calls come from the whole dose curve; as a rule, active = well fitted curve in the direction sought with a large enough effect; inconclusive = small, poorly fitted or top-dose-only effect, or another doubt; inactive = no such curve, though single readings can be large; an effect the other way counts as inactive or inconclusive. Unless noted, % is set by controls: 0 for no effect and ±100 for the full control effect.

SMILES	AMA1-RON2 inh	AmpC inh detg	HCMV antiviral	Sm TGR block	AmpC no deterg	LmPK inhibitor	TbPYK inhibitor
CC(C)C(=O)NNC(=O)CSc1nnc(-c2ccccc2)c(-c2ccccc2)n1	85%[activator]	-4%	-4	-10%	-19%	-1%	0%
CC(=O)OC(C(=O)Nc1nccs1)c1ccccc1 (stereo not given)	-6%	-2%	55	1%	-12%	-7%	-21%
Cc1cc(SCc2c(F)cccc2Cl)nc(=O)[nH]1	-9%	-14%	12	4%	-16%	-9%	5%
C#CCN(C[C@H]1[C@H](OC(=O)NCc2ccccc2F)[C@H](OC(=O)NCc2ccccc2F)C[C@@H](C(=O)OC)[C@H]1C(=O)OC)S(=O)(=O)c1ccc(C)cc1	0%	.	-20	.	.	.	-2%
CCCN1C(C(=O)c2ccccc2)=C(OC(=O)c2ccc(OC)cc2)c2ccccc2S1(=O)=O	.	16%	?	1%	.	.	0%
CC1=NC(C)(C)Cc2cc(C)c(C)cc21	17%	5%	38	14%	-8%	0%	2%
COc1ccc(C2=C(C)C(=O)N(Cc3ccc(C(=O)NCc4cccc(C)c4)cc3)S2(=O)=O)cc1	.	-4%	-20	-7%	.	.	3%
Cc1ccc(C2NC(C(=O)O)CS2)cc1 (stereo not given)	.	1%	-65*	11%	2%	11%	.
CC1=C(C(=O)Nc2ccc(C)cc2C)C(c2ccc(C)o2)NC(=O)N1 (stereo not given)	5%	?	3	-16%	-13%	-5%	-2%
Cc1c(C(=O)N2CCC(C)CC2)c(S(=O)(=O)N2CCN(c3cccc(Cl)c3)CC2)c(C)n1C	.	12%	7	0%	.	.	2%
Cc1ccc(C2=C(O)c3ccccc3C(=O)C2=O)cc1	-13%	-11%	4	-23%	-20%	-1%	3%
CC(C)CN(CCNC(=O)CC1Oc2ccccc2NC1=O)CC(C)C (stereo not given)	0%	?	5	-27%	-15%	12%	-3%
COc1ccc2[nH]c3c(=O)n(CCCCCC(=O)NCCC(C)C)c(=S)[nH]c3c2c1	109%[activator]	7%	10	31%	-22%	-5%	-6%
CC1O[C@@H](OC2C(O)C(O)C(CO)O[C@H]2OC2C[C@]3(C)C(CC(O)C4[C@@H]([C@]5(C)CC[C@@H](C(C)(C)O)O5)CC[C@]43C)[C@@]3(C)CCC(O)C(C)(C)C23)C(O)C(O)C1O (stereo not given in full)	-2%	.	-11	.	207%[activator]	.	8%
Cc1cc(C)c(C(=O)C(C)OC(=O)C2=COCCO2)cc1C (stereo not given)	0%	5%	5	-21%	33%	-6%	5%
c1ccc(Cn2ncc3c(N4CCN(c5ccccc5)CC4)ncnc32)cc1	1%	.	?	.	.	.	6%
Cc1[nH]n(-c2ccccc2)c(=O)c1C(c1ccc(O)c([N+](=O)[O-])c1)c1c(C)[nH]n(-c2ccccc2)c1=O	-16%	.	45	.	.	.	-3%
CCCc1ccc(S(=O)(=O)N2CCN(C(=O)CN3C(=O)NC(C)(C4CC4)C3=O)CC2)cc1 (stereo not given)	-12%	.	3	.	.	.	-2%
O=C(NCC1CCCO1)C(=O)NCC(c1ccco1)N1CCN(c2ccccc2)CC1 (stereo not given)	6%	-3%	-4	5%	41%	7%	-7%
CC(C)(C)NC(=O)C1c2ccccc2OCC(=O)N1CCc1ccccc1 (stereo not given)	4%	.	27	.	.	.	2%
O=C1NC(c2ccccc2)Oc2ccccc21 (stereo not given)	-7%	2%	15	-1%	-8%	2%	-1%
CC(C)NC(=O)COC(=O)c1cncc(Br)c1	-5%	?	-28	-12%	-23%[11.4 µM]	4%	3%
Cc1ccccc1CN1CCN(CC(=O)NCc2ccccc2)C1=O	4%	0%	-11	8%	8%	2%	-4%
Cc1ccc(-c2nnc(N(C)C(=O)c3cccnc3)s2)cn1	-3%	-14%	-7	15%	-21%	-4%	-6%
Cc1ccc(-c2nn[nH]n2)o1	-13%	-10%	-5	45µM*	-7%	7%	?

Part of the list above in order of number of heavy atoms, smallest number first:
SMILES	AMA1-RON2 inh	AmpC inh detg	HCMV antiviral	Sm TGR block	AmpC no deterg	LmPK inhibitor	TbPYK inhibitor
Cc1ccc(-c2nn[nH]n2)o1	-13%	-10%	-5	45µM*	-7%	7%	?
Cc1ccc(C2NC(C(=O)O)CS2)cc1 (stereo not given)	.	1%	-65*	11%	2%	11%	.
CC(C)NC(=O)COC(=O)c1cncc(Br)c1	-5%	?	-28	-12%	-23%[11.4 µM]	4%	3%
Cc1cc(SCc2c(F)cccc2Cl)nc(=O)[nH]1	-9%	-14%	12	4%	-16%	-9%	5%
Cc1ccc(C2=C(O)c3ccccc3C(=O)C2=O)cc1	-13%	-11%	4	-23%	-20%	-1%	3%
Cc1cc(C)c(C(=O)C(C)OC(=O)C2=COCCO2)cc1C (stereo not given)	0%	5%	5	-21%	33%	-6%	5%
CC1=C(C(=O)Nc2ccc(C)cc2C)C(c2ccc(C)o2)NC(=O)N1 (stereo not given)	5%	?	3	-16%	-13%	-5%	-2%
CC(C)CN(CCNC(=O)CC1Oc2ccccc2NC1=O)CC(C)C (stereo not given)	0%	?	5	-27%	-15%	12%	-3%
CC(C)(C)NC(=O)C1c2ccccc2OCC(=O)N1CCc1ccccc1 (stereo not given)	4%	.	27	.	.	.	2%
c1ccc(Cn2ncc3c(N4CCN(c5ccccc5)CC4)ncnc32)cc1	1%	.	?	.	.	.	6%
O=C(NCC1CCCO1)C(=O)NCC(c1ccco1)N1CCN(c2ccccc2)CC1 (stereo not given)	6%	-3%	-4	5%	41%	7%	-7%
Cc1c(C(=O)N2CCC(C)CC2)c(S(=O)(=O)N2CCN(c3cccc(Cl)c3)CC2)c(C)n1C	.	12%	7	0%	.	.	2%
Cc1[nH]n(-c2ccccc2)c(=O)c1C(c1ccc(O)c([N+](=O)[O-])c1)c1c(C)[nH]n(-c2ccccc2)c1=O	-16%	.	45	.	.	.	-3%
CC1O[C@@H](OC2C(O)C(O)C(CO)O[C@H]2OC2C[C@]3(C)C(CC(O)C4[C@@H]([C@]5(C)CC[C@@H](C(C)(C)O)O5)CC[C@]43C)[C@@]3(C)CCC(O)C(C)(C)C23)C(O)C(O)C1O (stereo not given in full)	-2%	.	-11	.	207%[activator]	.	8%

Continued.
SMILES	AMA1-RON2 inh	AmpC inh detg	HCMV antiviral	Sm TGR block	AmpC no deterg	LmPK inhibitor	TbPYK inhibitor
CCOC(=O)C1CCCN(C(=O)c2ccc(F)c(Cl)c2)CC1 (stereo not given)	-2%	.	?	.	.	.	1%
O=C(Nc1ccc(N2CCOCC2)c(Cl)c1)c1ccc(Cl)cc1	1%	13%	?	4%	-39%	0%	-2%
O=C(COc1ccc(Cl)cc1)NNC(=O)c1ccc2c(=O)n3c(nc2c1)CCC3	49%[activator]	-16%	-25	-1%	4%	.	5%
CCCOc1ccc(N2CC(C(=O)Nc3ccccc3OC)CC2=O)cc1 (stereo not given)	1%	?	19	-13%	30%	0%	-3%
Cc1cc(NC(=O)C(C)Oc2ccc(Cl)cc2Cl)n(-c2ccccc2)n1 (stereo not given)	0%	?	-12	7%	69%[activator]	-6%	-1%
Cc1ccc(C(=O)OCC(=O)c2cc(C)n(CC3CCCO3)c2C)cc1 (stereo not given)	-29%	1%	10	.	59%	-4%	0%
C/C(=N/Nc1ccccc1C(=O)O)c1cccs1	5%	?	68	-8%	-27%	-2%	5%
O=C(N(c1ccccc1)c1ccccc1)n1ccnc1	-6%	?	-10	1%	-19%	-4%	-8%
CCOC(=O)C1=C(c2ccccc2)N=C2SCC(=O)N2C1c1ccc(OCC)c(OCC)c1 (stereo not given)	-1%	2%	14	10%	1%	-1%	-1%
Cc1cc(Br)cc(C)c1NC(=O)c1ccccc1[N+](=O)[O-]	17%	-7%	?	-3%	-3%	1%	2%
CC1=C(C(=O)N2CCOCC2)C(c2cc(C)cs2)NC(=O)N1 (stereo not given)	-14%	-3%	4	-7%	-17%	6%	-3%
O=C(C1CC1)N1CCN(c2nc3ccccc3s2)CC1	-2%	-8%	-15	-21%	3%	-7%	2%
COc1cccc(N2CCN(C(=O)CNC(=O)c3sc4ccccc4c3Cl)CC2)c1	-23%	-19%	-8	-21%	-20%	6%	2%
Cc1ccc(C(=O)OCC(=O)NC(=O)Cc2ccccc2)c(O)c1	8%	-1%	-6	6%	-25%	-8%	9%
COCCCNS(=O)(=O)c1ccc2c3c(cccc13)C(=O)S2	-2%	?	-18	-3%	-4%	0%	-5%
O=c1oc2ccccc2c(N2CCCCC2)c1[N+](=O)[O-]	-14%	-6%	28	-21%	-20%	-7%	7%
CCOC(=O)C1(CC2CCCCO2)CCN(Cc2ccc(OC)cc2F)CC1 (stereo not given)	6%	4%	-30	12%	37%	-6%	-9%
COc1ccc(C(=O)Nc2ccc(OCc3cc(=O)n4ccccc4n3)cc2)cc1	.	16%	11	7%	.	.	2%
CCCC(=O)Nc1cc(C(=O)O)ccc1S(=O)(=O)c1ccc(C)cc1	-3%	-8%	-12	0%	-14%	1%	-9%
CC(C)CCNC(=O)c1cc(S(=O)(=O)N2CCCCC2)ccc1N1CCOCC1	0%	-1%	-25	6%	37%	1%	-3%
O=C(N/N=C/c1ccc[nH]1)c1cc(-c2cccs2)nc2ccccc12	25%	-7%	-1	4%	-12%[2.29 µM]	-3%	1%
CCc1ccc(NC(=O)CN2C(=O)CSc3ccc(S(=O)(=O)N(C)C)cc32)cc1	.	4%	8	11%	.	.	-1%
CC(C)OC(=O)[C@H]1[C@H](c2ccc(Cl)cc2)[C@@](C#N)(C(N)=O)[C@@H]2C=CC(C(N)=O)=CN21	0%	?	.	-36%	-49%	-3%	-1%
Cn1c(CC(O)c2nc3ccccc3n2C)nc2ccccc21 (stereo not given)	45%[activator]	.	-10	.	.	.	5%
COc1ccccc1/C=N/NC(=O)C(=O)Nc1ccccc1OC(F)(F)C(F)F	5%	-11%	?	0%	-29%	-2%	3%
COc1ccc(C2Nc3ccccc3C(=O)N2O)cc1OC (stereo not given)	9%	2%	97	1%	-12%	1%	-4%
